14-3-3g Raf: modulators of human 14-3-3 gamma - Raf peptide interaction | FP, 14-3-3gamma / TMR-pS259-Raf peptide binding | inhibition, % at 40 µM | hit rate 0.19% among 160,000; in the data active means inhibition above about 30%;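 further: 0% = protein plus tracer without compound and 100% = blank with tracer alone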
Target sequence (P61981 whole entry, looked up): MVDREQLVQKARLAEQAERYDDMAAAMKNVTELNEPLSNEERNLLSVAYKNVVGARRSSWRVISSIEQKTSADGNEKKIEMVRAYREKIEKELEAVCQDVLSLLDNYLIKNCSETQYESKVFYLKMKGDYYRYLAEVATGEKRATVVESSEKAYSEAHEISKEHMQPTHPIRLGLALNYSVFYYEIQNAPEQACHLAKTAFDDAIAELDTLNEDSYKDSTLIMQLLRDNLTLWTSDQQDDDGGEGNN
An asterisk follows results filed as active; & = joins results of further samples.

SMILES	14-3-3g Raf
Cc1cccc2sc(NC(=O)c3ccc(S(=O)(=O)N4CCc5ccccc54)cc3)nc12	6
CC(NC(=O)COc1ccc(Br)cc1)C(=O)O (centres undefined)	3
Cn1c(SCC(=O)OCC(=O)c2ccc(Cl)cc2)nc2c1c(=O)[nH]c(=O)n2C	-30
COc1ccc(OC)c(NC(=O)CCC(=O)Nc2nnc(C(F)(F)F)s2)c1	1
N#Cc1ccsc1NC(=O)COC(=O)CCCSc1nc2ccccc2s1	-45
O=C(CSc1ncnc2sc3c(c12)CCC3)NCCc1ccccc1	-18
Cc1nn(C(=O)CN2C(=O)c3ccccc3C2=O)c(C)c1Br	-1&2
CCc1ccccc1NC(=O)c1nnn(CC(=O)Nc2ccccc2C)c1N	2
CCCCNC(=O)c1sc2ccccc2c1Cl	-17
COc1ccccc1CC(=O)NC1CC(C)(C)NC(C)(C)C1	0
Cc1cc2ccccc2n1CCNC(=O)c1ccccc1	-32&-13
CCOC(=O)c1cnc(SCC(=O)N2CCN(c3ccccc3)CC2)nc1N	5
CC(=O)C1=C(C)NC(SCC(=O)c2ccc(Cl)cc2)=C(C#N)C1c1ccco1 (centres undefined)	-2
O=C1c2ccc(Br)cc2C(=O)N1c1ccc(Oc2ccccc2)cc1	-4
CC1CCN(S(=O)(=O)N2CCC(C(=O)NCCN(C)C)CC2)CC1	-3
CCOc1ccc(CN(C(=O)c2ccco2)C2CCS(=O)(=O)C2)cc1 (centres undefined)	-5
CC(=O)Nc1nonc1-c1nc2ccccc2n1N(C(C)=O)C(C)=O	-6
COc1ccc2[nH]c(=O)c(CN(C(=O)c3ccncc3)C(C)C)cc2c1	-2
COCCN1C=C(C(=O)OC)C(c2ccccc2OC)C(C(=O)OC)=C1	-6
CCOC(=O)c1sc2nc(CC(=O)OC)nc(Nc3cccc(Cl)c3C)c2c1C	-5
Cc1cc(N2CCC(C)CC2)nc2ccc(NC(=O)c3cccc(Cl)c3)cc12	-30
CN(C)S(=O)(=O)c1ccc(C(=O)O)cc1	-12
CCOC(=O)N1CCN(C(=O)COc2cc(=O)n(C)c3ccccc23)CC1	-2
COC(=O)C1(C(F)(F)F)N=C2C=CC(Br)=CN2C(c2cccc(Cl)c2)=N1 (centres undefined)	-7
COc1ccc(NC(=O)CCn2nc(C)cc2C)cc1	-4
Cc1ccc(Cl)cc1NS(=O)(=O)c1c(C)[nH]c(=O)[nH]c1=O	-5
COc1ccc(CNC(=O)C2CC(=O)N(c3ccc(OCc4ccccc4Cl)cc3)C2)cc1 (centres undefined)	-3
Cc1ccc(C)c2[nH]c(=O)c(CCNC(=O)C(C)C)cc12	0
COc1ccc(Oc2coc3cc(OCC(=O)N4CCCCC4)ccc3c2=O)cc1	-34
CCCCc1c(C)c2ccc(OC)c(/C(C)=N\O)c2oc1=O	5
CCn1cc(CNC(=O)CCc2ccc(OC)cc2)cn1	-12&0
CC1(C)CC(N(Cc2ccco2)C(=O)Cc2ccccc2)CCO1 (centres undefined)	8
CCOC(=O)C1CCN(C(=O)CCS(=O)(=O)c2ccc3c(c2)CCN3C(C)=O)CC1	11
Cn1c(CSCc2ccccc2Cl)nnc1SCC(=O)Nc1nccs1	-8
NC(=O)c1c(NC(=O)Cc2cccs2)sc2c1CCC2	-22
COc1ccc(COC(=O)C2=C(C)NC3=C(C(=O)CCC3)C2c2cc(OC)c(OC)c(OC)c2)cc1 (centres undefined)	1
CC(=O)Oc1ccc(C2Nc3c(C(=O)c4ccccc4)cc(Cl)cc3C3C=CCC32)cc1 (centres undefined)	-150
COc1ccc2nc3sc(C(=O)NCCCN4CC(C)CC(C)C4)cc3cc2c1 (centres undefined)	-17
O=C(NC1CC1)C1CCN(c2ccc(S(=O)(=O)N3CCOCC3)cc2)CC1	-6
O=C(CC1(O)C(=O)N(CCc2ccccc2)c2ccccc21)c1ccc2c(c1)CCCC2 (centres undefined)	-9
O=C1CCCC2=C1C(c1ccccc1[N+](=O)[O-])n1c(nc3ccccc31)N2 (centres undefined)	-25
CC(O)c1nc2ccccc2n1Cc1nnc(-c2ccc(Cl)cc2)o1 (centres undefined)	-8
CCCOc1ccc(/C(O)=C2/C(=O)C(=O)N(CCN3CCOCC3)C2c2ccccc2)cc1 (centres undefined)	20
CC1=C(C(=O)OC2CCCC2)C(c2ccccn2)C2=C(CC(c3ccccc3)CC2=O)N1 (centres undefined)	0
CCOc1ccc2[nH]c(C)c(CN3CCOCC3)c(=O)c2c1	0
CCCCC(C(=O)Nc1ccccc1OC)N1C(=O)C2C3c4ccccc4C(c4ccccc43)C2C1=O (centres undefined)	-7
O=C(C1CC1)N1CCc2cc(Br)cc(S(=O)(=O)NCc3ccc(F)cc3)c21	-13
COc1cc(C2Nc3c(C)cccc3C3C=CCC32)cc(Br)c1OC (centres undefined)	-53
COc1cc(-c2nnc3n2C(C)(C)Cc2cc(C)c(C)cc2-3)cc(OC)c1OC	-10
COCCn1c(=S)[nH]c2cc(C(=O)NCc3ccc(F)cc3)ccc2c1=O	-1
(listing goes on)
SMILES	14-3-3g Raf
Cc1ccc(C)c(CN2C(=O)C(C(C)C(=O)NCc3ccccc3)Sc3ccccc32)c1 (centres undefined)	-5
CC(O)/C=C/c1ccc2ccccc2n1 (centres undefined)	2
O=C(CSc1nnc2ccc3ccccc3n12)NCC1CCCO1 (centres undefined)	-1
CN1CCN(C(=O)CN(Cc2ccc(Cl)cc2)S(C)(=O)=O)CC1	-5
COc1ccc(OC)c(NC(=O)c2c(NCc3ccncc3)sc3c2CCC(C)C3)c1 (centres undefined)	-33
CC1=C(C(=O)OCc2ccc(C)cc2)C(c2cccc(Br)c2)NC(=O)N1 (centres undefined)	-3
Cc1ccc(N(CN2C(=O)NC(C)(C)C2=O)CN2C(=O)NC(C)(C)C2=O)cc1	-10
CSc1ccn(CCC(=O)O)c(=O)n1	-6
CN(c1ccc(C(=O)Nc2nccs2)cc1)S(=O)(=O)c1ccccc1	1
CCC(CC)COC(=O)C(C#N)c1nc2ccccc2nc1N1CCN(CC)CC1 (centres undefined)	-9
Cc1nn(-c2ccccc2)c2sc(C(=O)O)cc12	-9
COC(=O)C1=C(N)OC2=C(C(=O)CC(C)(C)C2)C1c1cccs1 (centres undefined)	-3&5
COc1ccc(C2C(C(=O)Nc3cc(Cl)ccc3OC)c3ccccc3C(=O)N2C2CCCCC2)cc1 (centres undefined)	1
O=[N+]([O-])c1ccc(-c2nc(-c3ccccc3)c3cc([N+](=O)[O-])ccc3n2)cc1	-10
Cc1cc(N2CCCCC2)nc2ccc(NC(=O)CCC(=O)NCc3ccco3)cc12	-6
Cc1[nH]c(C)c(C(=O)O)c1CNC1CCCCC1C (centres undefined)	-2
Cc1ccc(-c2nc3ccccc3[nH]2)s1	-4
CCOc1cc2c(cc1OCC)C1C(C(=O)Nc3cccc(C)n3)c3ccccc3C(=O)N1CC2 (centres undefined)	-3
C=CCc1ccccc1OCC(O)Cn1c2ccccc2c2ccccc21 (centres undefined)	-5
O=S(=O)(NC1CCCCCCC1)c1cccs1	-10

Grouped by structure: those above with a nitro group on carbon (2)
SMILES	14-3-3g Raf
O=C1CCCC2=C1C(c1ccccc1[N+](=O)[O-])n1c(nc3ccccc31)N2 (centres undefined)	-25
O=[N+]([O-])c1ccc(-c2nc(-c3ccccc3)c3cc([N+](=O)[O-])ccc3n2)cc1	-10

3 compounds from above, arranged by the value under 14-3-3g Raf, descending:
Structure	14-3-3g Raf
CCOc1cc2c(cc1OCC)C1C(C(=O)Nc3cccc(C)n3)c3ccccc3C(=O)N1CC2 (centres undefined)	-3
C=CCc1ccccc1OCC(O)Cn1c2ccccc2c2ccccc21 (centres undefined)	-5
COc1cc(C2Nc3c(C)cccc3C3C=CCC32)cc(Br)c1OC (centres undefined)	-53

The list goes on.
SMILES	14-3-3g Raf
Cc1cccc(NS(=O)(=O)c2ccc(Oc3ccccc3)cc2)n1	-4
COc1cc(CNc2nc3ccccc3n2C)cc(OC)c1OC	-4
CCCCc1ccc(NC(=O)C2Cc3ccccc3C(=O)O2)cc1 (centres undefined)	-3
CCCn1c(=O)c(C(=O)NCCNCC)c(O)c2ccccc21	-9
COc1ccccc1Cn1c(=S)[nH]c2cc(C(=O)N3CCOCC3)ccc2c1=O	-1
CC1(C)Cc2c(sc3c2c(=N)n(Cc2ccco2)c(=O)n3Cc2ccccc2)CO1	-8
Cc1ccc(NC(=O)C2CCN(S(=O)(=O)c3ccc(F)cc3)CC2)c(C)c1	3
COc1ccc(OC)c(C2C3=C(CC(C)(C)CC3=O)NC3=C2C(=O)c2ccccc23)c1 (centres undefined)	-68
Cc1cc(C)nc(SCC(=O)O)n1	-2
CCOC(=O)c1oc2cccc(O)c2c1CN(Cc1ccccc1)C(C)=O	1
c1ccc(Cn2nnc3c(N4CCOCC4)ncnc32)cc1	-4
CC1CN(c2ncnc3nc[nH]c23)CC(C)O1 (centres undefined)	1
CCC1Oc2ccccc2N(Cc2ccccc2C)C1=O (centres undefined)	-4
CCOC(=O)C1CCCN(CCC(=O)Nc2cccc(F)c2)C1 (centres undefined)	-4
Cc1ccc(Cn2nnc3c(=O)[nH]c(C4CCN(S(=O)(=O)c5ccc(C)cc5)CC4)nc32)cc1	1
CCOc1cc2c3c(c1)C1(C(=O)N3C(C)(C)C=C2C)C(C#N)=C(N)Oc2cc(O)ccc21 (centres undefined)	6
CC(C)(C)NC(=O)c1ccncc1	-1
Cn1c(SCC(=O)N2CCCCCC2)nc2c([nH]c3ccccc32)c1=O	3
Cc1ccccc1CS(=O)(=O)Cc1ccc(C(=O)NC(C)c2ccccc2)o1 (centres undefined)	1
COc1ccc(Cl)cc1NC(=O)c1cc2cccc(OC)c2oc1=Nc1ccc(C(=O)O)cc1	-146
CN(Cc1ccccc1)C(=O)c1ccc2c(=O)n(CC3CCCO3)c(=S)[nH]c2c1 (centres undefined)	-5
Cc1cccc(Cc2c(C)nc3c(C(=O)N4CCN(Cc5ccc6c(c5)OCO6)CC4)cnn3c2C)c1	-4
O=c1c2cnn(-c3ccccc3)c2ncn1Cc1cccnc1	-6
O=C(c1cccn2c(=O)c3c4c(sc3nc12)CCCC4)N1CCC(Cc2ccccc2)CC1	6
CCC(C)c1ccc(NS(=O)(=O)c2c(C)cc(C)cc2C)cc1 (centres undefined)	-15
Cc1cc(=O)[nH]c2ccccc12	-8
Cc1ccc(CNC(=O)CCC2Nc3c4ccccc4nc(=S)n3C2=O)o1 (centres undefined)	-8
COc1cc(NC(=O)c2cc3cc4ccc(Cl)cc4nc3o2)cc(OC)c1OC	-3
CCOc1ccccc1C1Nc2ccccc2NC2=C1C(=O)CC(c1ccc3c(c1)OCO3)C2 (centres undefined)	3
Cc1nnc(SCC(=O)Nn2cnnc2)s1	-6

Pulled one by one from above:
SMILES	14-3-3g Raf
Cc1nnc(SCC(=O)Nn2cnnc2)s1	-6
CN(Cc1ccccc1)C(=O)c1ccc2c(=O)n(CC3CCCO3)c(=S)[nH]c2c1 (centres undefined)	-5
CCOc1ccccc1C1Nc2ccccc2NC2=C1C(=O)CC(c1ccc3c(c1)OCO3)C2 (centres undefined)	3

(more compounds)
SMILES	14-3-3g Raf
O=C(Nc1ccc(-c2cn3ccsc3n2)cc1)C1CC1	4
C=CCNC(=O)CN(c1ccc(Cl)cc1)S(=O)(=O)c1ccc(OC)cc1	-3
CCOC(=O)C1=CN(C)C=C(C(=O)OCC)C1c1ccccc1F	-3
O=C(CSc1ncnc2ccccc12)N1CCCCC1	0
CCOC(=O)c1cnc2ccc(C(=O)OC)cc2c1Nc1ccc(O)cc1	5
Cn1c(=O)[nH]c(=O)c2c1nc(SCCO)n2CCc1ccccc1	-4
CCOc1ccc(CNC(=O)C2CCC(=O)N2C2CCCC2)cc1OC (centres undefined)	-4&-6
Cc1ccc(NC(=O)N(Cc2ccc3c(c2)OCO3)Cc2cc3cc4c(cc3[nH]c2=O)OCCO4)cc1	5
CCn1c(SCC(=O)N2CCc3ccccc32)nnc1-c1c[nH]c2ccccc12	-2
O=C(NCCC1=CCCCC1)c1cccc(N2C(=O)C3C4C=CC(C4)C3C2=O)c1 (centres undefined)	9
Cc1cccc(C(=O)Nc2cc3nn(-c4ccccc4)nc3cc2C)c1	-2
COc1ccc(Cl)cc1-n1c(C)cc(C(=O)O)c1C	-3
Cc1ccc(NC(=O)c2cccc3ccccc23)c(Br)c1	-10
c1cncc(CNC2CCCc3ccccc32)c1 (centres undefined)	-4
CCSc1nnc(NC(=O)c2cccc([N+](=O)[O-])c2C)s1	0
NC(=O)C1CCN(C(=O)CN2C(=O)c3ccccc3S2(=O)=O)CC1	-7
COc1ccc(COC(=O)C2=C(C)NC3=C(C(=O)CC(C)(C)C3)C2c2cccs2)cc1 (centres undefined)	-3
CCCCNC(=O)c1ccc2nc(-c3ccco3)c(-c3ccco3)nc2c1	-11&-28
CCc1nc2ccccc2c(=O)n1NC(=O)c1c(O)c2cccc3c2n(c1=O)CCC3	0
Cc1ccc(CNC(=O)C(Cc2ccccc2)NS(=O)(=O)c2ccc(Br)cc2)cc1 (centres undefined)	5
CC(C(=O)O)N1C(=O)COc2ccccc21 (centres undefined)	0
COc1ccccc1S(=O)(=O)Cc1ccc(C(=O)N2CCOCC2)o1	1
CC1CC(C)CN(S(=O)(=O)c2cccc3cccnc23)C1 (centres undefined)	0
COc1cc2c(cc1OC)C(C(=O)NCCCN1CCC(C)CC1)C(c1ccccc1F)N(C)C2=O (centres undefined)	-6
COc1cc(C=Nc2ccc3ccccc3c2)ccc1OCc1ccccc1	-4

Structures listed so far that have bromine (9):
SMILES	14-3-3g Raf
CC(NC(=O)COc1ccc(Br)cc1)C(=O)O (centres undefined)	3
Cc1nn(C(=O)CN2C(=O)c3ccccc3C2=O)c(C)c1Br	-1&2
O=C1c2ccc(Br)cc2C(=O)N1c1ccc(Oc2ccccc2)cc1	-4
COC(=O)C1(C(F)(F)F)N=C2C=CC(Br)=CN2C(c2cccc(Cl)c2)=N1 (centres undefined)	-7
O=C(C1CC1)N1CCc2cc(Br)cc(S(=O)(=O)NCc3ccc(F)cc3)c21	-13
COc1cc(C2Nc3c(C)cccc3C3C=CCC32)cc(Br)c1OC (centres undefined)	-53
CC1=C(C(=O)OCc2ccc(C)cc2)C(c2cccc(Br)c2)NC(=O)N1 (centres undefined)	-3
Cc1ccc(NC(=O)c2cccc3ccccc23)c(Br)c1	-10
Cc1ccc(CNC(=O)C(Cc2ccccc2)NS(=O)(=O)c2ccc(Br)cc2)cc1 (centres undefined)	5

Screening results: PubChem BioAssay, Emory University Molecular Libraries Screening Center

Only part of the results is shown. The share of hits here may be higher or lower than overall.
